HTRA1 inh – HTRA1 (human) protease inhibition; Q92743; recombinant HTRA1, FP-rhodamine activity-based probe, fluorescence polarization; inhibition, % at 5.96 µM; hit rate 0.5% among 340,000; AID 504803; in the data active means inhibition above about 36%;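 further: 0% = enzyme with DMSO and 100% = wells lacking enzyme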
PRMT1 inh – inhibitors of human PRMT1; Q99873; recombinant PRMT1, activity-based probe fluorescence polarization; inhibition, % at 2.79 µM; hit rate 1.3% among 370,000; AID 652257;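 active means inhibition above about 21% made by adding two undisclosed values, limit read from the data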
Target sequence (Q99873 whole entry, looked up): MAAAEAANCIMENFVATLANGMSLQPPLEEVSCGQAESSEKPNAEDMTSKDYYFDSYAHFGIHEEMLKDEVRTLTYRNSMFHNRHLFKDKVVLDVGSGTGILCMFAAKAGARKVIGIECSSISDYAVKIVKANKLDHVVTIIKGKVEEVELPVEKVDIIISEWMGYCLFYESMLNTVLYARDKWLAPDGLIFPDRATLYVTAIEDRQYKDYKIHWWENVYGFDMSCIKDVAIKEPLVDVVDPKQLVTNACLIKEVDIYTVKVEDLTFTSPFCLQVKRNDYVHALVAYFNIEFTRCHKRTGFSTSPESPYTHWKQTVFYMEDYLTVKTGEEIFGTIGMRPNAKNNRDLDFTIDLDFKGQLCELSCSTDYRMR
SIAE inh – human SIAE inhibition, primary screen; hit rate 0.69% among 370,000; inhibition, % at 9.66 µM; SIAE FP-Rh probe binding, fluorescence polarization;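 active means inhibition above a cutoff: mean of compounds within the control limits plus 3 SD of those, cut at about 17% in these data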;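 further: 0% = plate median of compound wells and 100% = probe without SIAE protein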
PG9 Ab binder – small molecules binding HIV-1 gp120 antibody PG9; TR-FRET gp120-PG9 antibody binding; inhibition, % at 6.7 µM; hit rate 0.43% among 360,000; AID 624416; in the data active means inhibition above about 8.5%
rCAG RNA binder – molecules binding r(CAG) RNA repeats; inhibition, % at 3 µM; hit rate 1.3% among 370,000; AID 651821; r(CAG) RNA repeat, TO-PRO-1 dye displacement fluorescence;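 active means inhibition above the plate cutoff, the mean of all test compounds on that plate plus 3 SD, cut at about 35% in these data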;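 further: 0% = DMSO alone and 100% = 100 µM mitoxantrone as full dye displacement; higher means more dye released from RNA so lower well fluorescence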
TDP2 inh – blocks human TDP2 phosphodiesterase activity; hit rate 0.34% among 370,000; recombinant TDP2, T5PNP hydrolysis, p-nitrophenol absorbance 415 nm; AID 720702; inhibition, % at 12.8 µM; O95551;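 active means inhibition above the mean of all tested compounds plus 3 SD, set per campaign, cut at about 25% in these data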;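 further: 0% = DMSO with enzyme and 100% = buffer with substrate but no TDP2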
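System: recombinant human TDP2 / Amount: 120 nM TDP2 per well / Also added: 5 mM T5PNP chromogenic substrate / Doses: 12.8 µM single point, 1% DMSO / Incubation: 2 h at 37 °C / Detection: p-Nitrophenol epi absorbance / Evaluation: % inhibition relative to enzyme-containing and enzyme-free wells / Repeats: singlicate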
TCR CD3 inh – blocks the human TCR-CD3 interaction; TAMRA-labeled TCR probe fluorescence, biochemical; inhibition, % at 9.4 µM; hit rate 0.37% among 360,000; AID 651800; in the data active means inhibition above about 19%;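 further: recombinant mutant TCR 2C K166C tagged with TAMRA read by polarization; 0% = receptor in buffer alone and 100% = receptor with positive control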
LEDGF integ inh – blocks HIV-1 LEDGF/p75-dependent DNA integration | TR-FRET IN-LEDGF/p75 DNA integration, Eu/Cy5 | inhibition, % at 3.7 µM | hit rate 0.64% among 370,000 | AID 743269;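 active means inhibition above the screen-wide mean plus 3 SD, cut at about 13% in these data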;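 further: signal is the Cy5 over europium emission ratio at 671 and 618 nm; 0% = plate median of compound wells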
NR1D1 modulator – modulators of human Rev-erb alpha DNA binding; hit rate 0.79% among 370,000; Rev-erbα–FITC-DNA binding, fluorescence polarization, 90 min; P20393; activity, % at 10 µM;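 active means activity above about 14%, limit read from the data; passing the limit was not always enough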;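 further: 0% = DMSO wells with 35 nM protein and 100% = DMSO wells with 750 nM protein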
mABHD4 FP – inhibits mouse alpha/beta hydrolase domain 4 | inhibition, % at 8.92 µM | purified mABHD4, FP-Rh probe fluorescence polarization | Q8VD66 | hit rate 0.54% among 370,000;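 active means inhibition exceeding the mean over every tested compound plus 3 SD, cut at about 30% in these data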;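 further: 0% = plate median of compound wells and 100% = S159A mutant with DMSO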
Target sequence (Q8VD66 whole entry, looked up, the tested form may be a part): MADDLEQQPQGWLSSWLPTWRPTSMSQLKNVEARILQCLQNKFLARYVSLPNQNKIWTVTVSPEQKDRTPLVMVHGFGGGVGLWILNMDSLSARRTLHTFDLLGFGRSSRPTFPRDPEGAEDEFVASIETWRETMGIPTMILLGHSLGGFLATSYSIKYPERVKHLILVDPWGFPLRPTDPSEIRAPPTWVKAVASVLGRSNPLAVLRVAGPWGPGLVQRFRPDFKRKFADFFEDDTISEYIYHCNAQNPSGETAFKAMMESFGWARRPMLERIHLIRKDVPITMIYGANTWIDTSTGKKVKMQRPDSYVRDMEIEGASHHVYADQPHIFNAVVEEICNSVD
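assay system = mABHD4 protein | compound dosing = single nominal dose of 8.92 µM, 0.89% DMSO final | read-out basis = percent inhibition of probe binding, normalized to plate controls | schedule = Enzyme–compound pre-incubation 45 min, then probe 60 min, both 25 °C | detection = fluorescence polarization, excitation 525 nm, emission 598 nm, BODIPY TMR filters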
* = called active by the depositor; / = no result given. The list is partial, so the mix of outcomes need not match the whole.

SMILES	HTRA1 inh	PRMT1 inh	SIAE inh	PG9 Ab binder	rCAG RNA binder	TDP2 inh	TCR CD3 inh	LEDGF integ inh	NR1D1 modulator	mABHD4 FP
Cc1ccc(NC(=O)Nc2cccnc2)cc1NC(=O)Nc1cccnc1	-38	-2	-8	-0.9	12	-1	6	4	-3	-8
Cc1ccc(OCC(O)CNS(=O)(=O)c2ccccc2C(=O)O)cc1 (configuration not stated)	3	-4	-2	0.3	3	3	6	-2	-4	-2
O=C(COC(=O)C1CCC1)NCc1ccccc1	4	1	0	-0.3	1	20	3	1	-3	1
CCN(C[C@H]1N[C@@](CC)(C(=O)OC)[C@H]2C(=O)N(C)C(=O)[C@@H]12)C(=O)Nc1ccc(C(F)(F)F)cc1	7	3	8	1.0	0	7	5	4	-4	1
Cc1c(C(=O)NC(C)c2ccccc2)c(-c2ccccc2)nn1-c1ccccc1 (configuration not stated)	-7	1	-1	-1.2	-9	-3	10	-3	1	-1
CC12CCCCC1=CC(=O)CC2 (configuration not stated)	2	0	-3	0.6	3	6	0	-3	-2	0
COc1ccc(/C=N/NC(=O)C2(O)c3ccccc3-c3ccccc32)cc1	-2	-2	2	-0.5	-1	-8	8	-2	3	-6
CCSc1nc2ccccc2n1C(=O)c1ccc(S(=O)(=O)N2CCCCCC2)cc1	11	1	0	-1.1	1	10	2	3	-3	3
O=C(COC(=O)c1cc(=O)[nH]c2ccc(Br)cc12)c1ccccc1	-3	1	-12	1.9	6	13	1	-2	-2	-4
Cc1ccc2c(c1)-c1c(cnn1CC(=O)NCCc1cccc(F)c1)CO2	/	1	-2	/	2	-4	/	-2	-3	0
COc1ccccc1CNC(=O)CSc1nnc2ccc(-c3cccnc3)nn12	0	-2	5	0.0	1	-1	3	0	5	0
CC(C)c1ccc(C2OCC(C)([N+](=O)[O-])CO2)cc1 (configuration not stated)	6	0	-12	-0.5	4	-5	1	0	-3	0
O=C(c1cc2nc(-c3ccco3)cc(C(F)(F)F)n2n1)N1CCCc2ccccc21	0	0	8	-0.8	3	-4	6	-1	-5	9
COc1ccc(C(=O)C2CCCN(C(=O)c3cccc(N(C)C)c3)C2)cc1OC (configuration not stated)	0	-2	-1	0.1	-1	-13	1	-5	0	1
O=C1NC(c2ccc(-c3ccccc3[N+](=O)[O-])o2)C(C(=O)c2ccc(Cl)cc2)C(O)(C(F)(F)F)N1 (configuration not stated)	-10	4	13	-2.4	4	3	-4	2	6	16
COc1cccc(CNc2nc3cc(-c4ccc(OC)cc4C)sc3c(=O)n2C)c1	/	0	-33	-0.8	8	-4	2	1	3	-46
COc1ccnc(CSC(N)=Nc2ccc(F)cc2)c1	5	9	5	-1.0	-3	-3	-1	-2	4	10
COc1ccccc1OCCC(=O)OCCN1C(=O)c2ccccc2C1=O	-1	2	-1	0.7	-6	-2	-3	-1	-6	2
CCn1nnc(-c2ccc(N)cc2)n1	2	1	4	-1.5	2	3	5	0	8	3
CCCCOCC1CN(c2ccccc2)C(=O)CS1 (configuration not stated)	-4	-2	0	0.1	3	14	-5	0	0	6
C=CCO/N=C(/C)c1ccc(Oc2cnccn2)cc1	1	0	2	-1.2	-5	3	6	0	5	1
O=C(CSc1nc2ccc(Cl)cc2[nH]1)c1c[nH]c2ccccc12	-72	-2	-44	-2.1	19	-9	-4	6	1	-84
CCCCCCc1cc2cc(S(=O)(=O)c3ccc(F)c(Cl)c3)c(=O)oc2cc1O	-2	1	15	-0.3	16	5	4	-1	2	2
Cc1c(N2C(=O)CSC2c2ccccc2)c(=O)n(-c2ccccc2)n1C (configuration not stated)	-4	-4	1	-1.0	-2	2	3	-1	-1	-1
C=Cn1c(C(=O)O)ccc1-c1ccc(CC)cc1	5	0	4	-2.4	4	6	3	3	-2	-4
O=c1c2c([nH]c3ccccc13)CCCC2	1	-1	-5	1.6	1	-5	2	-1	7	-1
CC(=O)c1ccc(NC(=O)C2C3CCC(C3)C2C(=O)O)cc1 (configuration not stated)	4	0	-2	-1.6	-2	-2	-6	0	-2	2
O=C(c1cccc(S(=O)(=O)N2CCCC2)c1)N1CCCC(C(F)(F)F)C1 (configuration not stated)	-1	2	-6	0.1	-2	8	-1	3	-4	2
Cc1ccc(SCCN2C(=O)NC(C)(C)C2=O)cc1	-3	1	0	-0.5	-3	6	-7	-2	-5	2
Nc1cc(=O)[nH]c(SCC(=O)N2CCN(S(=O)(=O)c3ccc4ccccc4c3)CC2)n1	-15	1	-20	-0.4	21	-3	9	-2	-5	-23

Another view of 2 compounds above:
COc1ccnc(CSC(N)=Nc2ccc(F)cc2)c1
  HTRA1 inh = 5
  PRMT1 inh = 9
  SIAE inh = 5
  PG9 Ab binder = -1.0
  rCAG RNA binder = -3
  TDP2 inh = -3
  TCR CD3 inh = -1
  LEDGF integ inh = -2
  NR1D1 modulator = 4
  mABHD4 FP = 10
COc1cccc(CNc2nc3cc(-c4ccc(OC)cc4C)sc3c(=O)n2C)c1
  HTRA1 inh = /
  PRMT1 inh = 0
  SIAE inh = -33
  PG9 Ab binder = -0.8
  rCAG RNA binder = 8
  TDP2 inh = -4
  TCR CD3 inh = 2
  LEDGF integ inh = 1
  NR1D1 modulator = 3
  mABHD4 FP = -46

(cont.)
SMILES	HTRA1 inh	PRMT1 inh	SIAE inh	PG9 Ab binder	rCAG RNA binder	TDP2 inh	TCR CD3 inh	LEDGF integ inh	NR1D1 modulator	mABHD4 FP
Cc1nc(-c2ccccc2)nc2[nH]ccc(=O)c12	-1	1	-2	-1.8	6	-3	6	0	3	0
CS(=O)(=O)c1ccc(Cl)c(NC(=O)CCc2ccccc2)c1	11	-1	-7	-2.8	-3	10	-1	7	0	0
CCOC(=O)CCCCC(=O)c1[nH]c(=O)[nH]c1CSc1nc(-c2ccccc2)c(C#N)c(=O)[nH]1	0	10	0	-2.5	56*	16	-4	15*	1	1
Cn1c(=O)c2[nH]c(C(O)c3ccc(Cl)cc3)nc2n(C)c1=O (configuration not stated)	9	6	-5	1.9	1	-2	-8	-4	-3	5
Cc1ccn2cc(-c3cccc(S(=O)(=O)N4CC(C)OC(C)C4)c3)nc2c1 (configuration not stated)	-10	0	2	-1.3	-2	-9	-7	-6	1	-2
COc1cc(NS(=O)(=O)c2ccc(NS(=O)(=O)c3ccc(C)cc3)cc2)nc(OC)n1	4	3	-2	0.3	12	13	-1	1	-5	4
COc1ccc(S(=O)(=O)N2CCOCC2)cc1NC(=O)CCNC(=O)c1ccc([N+](=O)[O-])cc1	0	-9	-1	-1.4	1	-5	-2	0	-3	7
CC(=O)c1cccc(NC(=O)C(C)N(C)CC(=O)Nc2ccc(Cl)cc2)c1 (configuration not stated)	-16	-3	2	0.6	1	5	-1	4	10	-5
CCN(CC)C(=O)CSc1nc2ccsc2c(=O)n1CCCC(=O)NCCc1ccc(S(N)(=O)=O)cc1	5	9	-8	-1.9	0	-5	0	5	4	-9
CN(CC(=O)N1CCN(c2ccccc2)CC1)S(=O)(=O)c1cnc[nH]1	-4	1	0	-0.4	3	-3	-7	2	-4	4
C=CCOc1ccc(CNn2cn[nH]c2=S)cc1OCC	2	-2	47*	-3.0	-1	-4	4	2	-1	5
COc1cc(NC(=O)c2noc(C)c2[N+](=O)[O-])c(OC)cc1Cl	4	3	0	-2.4	0	5	2	2	-4	4
O=C(O)C[C@H]1c2ccccc2S(=O)(=O)N1C1CCCC1	-4	-4	-1	-2.1	-1	0	-4	-1	-6	-1
O=C(C1=C[C@H](c2csc3ccccc23)C[C@H](OCCCCO)O1)N1CCOCC1	0	-1	7	0.3	-1	5	1	-1	0	6

Structures above that contain an NH in an aromatic ring:
SMILES	HTRA1 inh	PRMT1 inh	SIAE inh	PG9 Ab binder	rCAG RNA binder	TDP2 inh	TCR CD3 inh	LEDGF integ inh	NR1D1 modulator	mABHD4 FP
O=C(COC(=O)c1cc(=O)[nH]c2ccc(Br)cc12)c1ccccc1	-3	1	-12	1.9	6	13	1	-2	-2	-4
O=C(CSc1nc2ccc(Cl)cc2[nH]1)c1c[nH]c2ccccc12	-72	-2	-44	-2.1	19	-9	-4	6	1	-84
O=c1c2c([nH]c3ccccc13)CCCC2	1	-1	-5	1.6	1	-5	2	-1	7	-1
Nc1cc(=O)[nH]c(SCC(=O)N2CCN(S(=O)(=O)c3ccc4ccccc4c3)CC2)n1	-15	1	-20	-0.4	21	-3	9	-2	-5	-23
Cc1nc(-c2ccccc2)nc2[nH]ccc(=O)c12	-1	1	-2	-1.8	6	-3	6	0	3	0
CCOC(=O)CCCCC(=O)c1[nH]c(=O)[nH]c1CSc1nc(-c2ccccc2)c(C#N)c(=O)[nH]1	0	10	0	-2.5	56*	16	-4	15*	1	1
Cn1c(=O)c2[nH]c(C(O)c3ccc(Cl)cc3)nc2n(C)c1=O (configuration not stated)	9	6	-5	1.9	1	-2	-8	-4	-3	5
CN(CC(=O)N1CCN(c2ccccc2)CC1)S(=O)(=O)c1cnc[nH]1	-4	1	0	-0.4	3	-3	-7	2	-4	4
C=CCOc1ccc(CNn2cn[nH]c2=S)cc1OCC	2	-2	47*	-3.0	-1	-4	4	2	-1	5

Bioassay records from PubChem.
